PglD inh: PglD (C. jejuni) enzyme inhibition; inhibition, % at 12.5 µM; purified PglD enzyme, DTNB colorimetric CoA detection; actives 0.098% (n = 360,000); in the data active means inhibition above about 16%, passing the limit was not always enough; further: strong numbers were not always called active
RAD54 inh: inhibitors of human RAD54 branch migration | Q92698 | RAD54 Holliday junction branch migration, FAM/BHQ fluorescence | inhibition, % at 10.4 µM | actives 0.14% (n = 360,000);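 active means mean normalized replicate activity at least 40 and at least half of replicates scoring 40 or more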;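 further: 0% = median of neutral control wells and 100% = median of positive control wells; inhibitors cause a drop in the FAM fluorescence signal; in these data hits start at about 50%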
RAD52 anneal inh: blocks human RAD52 DNA annealing. recombinant RAD52 DNA annealing, FRET fluorescence. inhibition, % at 18.7 µM. actives 0.46% (n = 360,000). AID 651710;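 active means every replicate showing at least 50% inhibition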
Target sequence (P43351 whole entry, looked up): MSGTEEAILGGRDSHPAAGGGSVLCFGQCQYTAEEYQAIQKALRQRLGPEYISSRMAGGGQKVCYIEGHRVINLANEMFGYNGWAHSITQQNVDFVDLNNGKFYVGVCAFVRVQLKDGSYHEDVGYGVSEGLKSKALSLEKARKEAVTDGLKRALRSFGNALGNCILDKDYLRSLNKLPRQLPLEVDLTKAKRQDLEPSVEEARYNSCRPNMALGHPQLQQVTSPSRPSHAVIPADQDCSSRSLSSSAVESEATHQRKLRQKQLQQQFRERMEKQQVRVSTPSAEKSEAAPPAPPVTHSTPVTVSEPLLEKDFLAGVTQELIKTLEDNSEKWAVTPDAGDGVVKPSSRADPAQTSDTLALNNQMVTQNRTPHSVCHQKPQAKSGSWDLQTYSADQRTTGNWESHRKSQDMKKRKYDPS
E-selectin induc: induces E-selectin expression in human endothelial cells | actives 0.37% (n = 260,000) | activation, % at 7.58 µM | HUVEC E-selectin immunofluorescence imaging; normalized: neutral wells 0, TNF-alpha wells 100;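 active means mean E-selectin-positive cell signal at least 10% of the positive control, reached in at least 60% of replicates, without over 20% cell loss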;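 further: in these data hits start at about 27%; measured in HUVEC primary endothelial cells; signal is the percent of cells scored E-selectin positive by PE staining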
Target sequence (P16581 whole entry, looked up): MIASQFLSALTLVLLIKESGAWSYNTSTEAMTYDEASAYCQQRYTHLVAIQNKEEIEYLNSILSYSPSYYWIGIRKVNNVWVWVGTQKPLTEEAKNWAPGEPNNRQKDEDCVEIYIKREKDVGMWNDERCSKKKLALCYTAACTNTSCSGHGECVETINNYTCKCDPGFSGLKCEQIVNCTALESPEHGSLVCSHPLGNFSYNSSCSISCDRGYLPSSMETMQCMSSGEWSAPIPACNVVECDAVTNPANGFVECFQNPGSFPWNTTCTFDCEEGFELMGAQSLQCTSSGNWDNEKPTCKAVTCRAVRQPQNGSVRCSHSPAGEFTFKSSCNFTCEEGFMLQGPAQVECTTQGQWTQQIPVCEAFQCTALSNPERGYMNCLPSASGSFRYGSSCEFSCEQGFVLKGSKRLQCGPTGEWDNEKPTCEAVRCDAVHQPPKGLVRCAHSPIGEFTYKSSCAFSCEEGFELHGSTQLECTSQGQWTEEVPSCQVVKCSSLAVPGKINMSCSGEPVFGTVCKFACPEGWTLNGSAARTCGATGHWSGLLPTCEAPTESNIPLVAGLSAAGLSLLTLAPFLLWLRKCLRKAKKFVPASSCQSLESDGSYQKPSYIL
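Assay system: HUVEC, human umbilical vein endothelial cells / Amount: 3,000 HUVEC/well / Controls: TNF-alpha positive control, DMSO neutral control / Compound dosing: single concentration / Medium: EGM-2 over gelatin coat / Evaluation: percent E-selectin-positive cells / Signal: immunofluorescence imaging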
CASP6 VEID inh: inhibitors of human caspase-6; P55212; purified caspase-6, Z-VEID-R110 cleavage fluorescence; inhibition, % at 12.5 µM; actives 0.53% (n = 350,000);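 active means mean inhibition across replicates at least about 35%, with every replicate also reaching that limit, limit read from the data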;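 further: 0% = median of neutral control wells and 100% = no fluorescence left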
ERp5 inh: ERp5 (human) disulfide isomerase inhibition; Q15084; ERp5 insulin aggregation, absorbance 650 nm, 90 min; inhibition, % at 9.99 µM; actives 0.05% (n = 350,000);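 active means mean replicate inhibition above about 25%, with every replicate also reaching it, limit read from the data, passing the limit was not always enough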
esBAF inh: blocks esBAF chromatin remodeling in mouse ES cells; reporter increase, % at 12.5 µM; actives 2% (n = 350,000); Bmi1-luciferase knock-in reporter, 24 h; 100% = twice the neutral-well signal; in the data active means activation above about 40%;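 further: 0% = median of the plate's neutral control wells and 100% = double that signal; a rise in the Bmi1 reporter signal indicates esBAF inhibition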
ARNT-TACC3 inh: ARNT/TACC3 interaction disruption. Q9Y6A5. AID 623870. inhibition, % at 9.99 µM. AlphaScreen His-ARNT PAS-B/GST-TACC3 binding, luminescence; TACC3 fragment carries E629A point mutation. actives 0.66% (n = 390,000);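 active means mean inhibition of replicates at least 50% and at least half of replicates each reaching 50%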;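 further: 0% = complete ARNT plus TACC3 wells and 100% = ARNT alone without TACC3; many hits fall short of the cut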
Numbers without * were called inactive; . = not tested or not shown.

SMILES	PglD inh	RAD54 inh	RAD52 anneal inh	E-selectin induc	CASP6 VEID inh	ERp5 inh	esBAF inh	ARNT-TACC3 inh
CCOc1ccccc1OCCOCCOc1ccccc1[N+](=O)[O-]	.	.	-12	-0.1	-1	10	.	-3
COc1cc(CNC2CCCC2)cc(Cl)c1OCc1ccccc1F	-3	4	9	.	-3	6	-11	-10
Cc1nc(SCCOc2ccc(F)cc2)c2ccccc2n1	0	-2	-15	0.0	0	-8	.	15
COc1ccc(S(=O)(=O)N[C@H]2CC[C@@H](CC(=O)N3CCN(c4ccccc4)CC3)O[C@@H]2CO)cc1	0	2	1	-0.2	-2	-4	2	-2
C[C@H]1CN([C@@H](C)CO)C(=O)Cc2cc(NS(=O)(=O)c3ccc(F)cc3)ccc2O[C@H]1CN(C)S(=O)(=O)c1cn(C)cn1	3	-1	1	0.0	.	14	-1	-7
Cc1nc2c(C)cccc2c2c1COC2	.	.	-4	0.2	1	0	-5	4
COc1ccc2nc(SCCC(=O)O)cc(C)c2c1	.	.	-11	.	-1	4	.	6
CCOc1ccccc1NC(=O)C1CCN(S(=O)(=O)c2c(C)nn(C)c2C)CC1	-4	3	1	-2.4	2	-2	6	-6
CN1c2ccc(-c3ccc(F)cc3)cc2[C@@H]2[C@@H](CCN2C(=O)c2ccncc2)[C@@H]1CO	0	9	-11	-0.3	.	-5	4	-4
CCOc1ccccc1NC(=O)CCS(=O)(=O)c1ccc2c(c1)CC(C)N2C(C)=O (centres undefined)	-1	-9	9	-0.1	1	-3	-5	-1
CCC(=O)c1cn(CC(=O)NCC2CCCO2)c2ccccc12 (centres undefined)	0	0	.	.	.	.	-1	-1
CC(=O)Nc1ccc(S(=O)(=O)NCC(=O)NCCCc2ccccc2)cc1	3	-5	-15	.	.	3	-7	-2
CCCCOc1ccc(-c2nnn(CCC(=O)N3CCOCC3)n2)cc1	2	5	-6	.	2	2	63*	0
O=[N+]([O-])c1ccc(SN2CCCCC2)c([N+](=O)[O-])c1	.	.	2	-0.1	0	-3	.	.
O=C(CCc1ccccc1)NNC(=O)c1ccccc1C(=O)O	8	2	-15	.	-1	5	.	-1

Continued, overlapping the part above by 3 compounds.
SMILES	PglD inh	RAD54 inh	RAD52 anneal inh	E-selectin induc	CASP6 VEID inh	ERp5 inh	esBAF inh	ARNT-TACC3 inh
CCCCOc1ccc(-c2nnn(CCC(=O)N3CCOCC3)n2)cc1	2	5	-6	.	2	2	63*	0
O=[N+]([O-])c1ccc(SN2CCCCC2)c([N+](=O)[O-])c1	.	.	2	-0.1	0	-3	.	.
O=C(CCc1ccccc1)NNC(=O)c1ccccc1C(=O)O	8	2	-15	.	-1	5	.	-1
CCc1cc(-c2nnn(CCC3COCCO3)c2CC)cc(CC)c1-c1cn(Cc2ccc3ccccc3c2)nn1 (centres undefined)	.	.	-16	0.1	-3	5	14	.
N/C(Cc1ccccc1Sc1ccccc1)=N\O	5	0	-18	-0.5	5	0	-4	-2
C/C=C/c1cnc2c(c1)C(=O)N([C@H](C)CO)C[C@H](C)[C@H](CN(C)S(=O)(=O)c1cn(C)cn1)O2	-1	3	5	0.1	0	-1	-4	-2
CC(C)C(C)NC(=O)COc1ncnc2sccc12 (centres undefined)	.	.	-14	0.9	3	1	.	-7
N#Cc1ccc(CSc2nnc(-c3ccccn3)n2-c2ccc(Cl)cc2)cc1	-1	11	.	.	.	.	-5	13
CN(CC(=O)NC(=O)NC(C)(C)C)CC(=O)Nc1ccccc1Cl	-3	2	10	2.2	4	1	-6	-3
Cc1cc2c(Nc3ccc(O)cc3)ncnc2s1	-6	-3	-7	.	-1	1	4	-3
O=C(c1ccccn1)N1C[C@H]2[C@@H](c3ccccc31)[C@@H](CO)N2C(=O)Cc1ccccc1	-1	-4	0	0.8	3	-5	2	29
Cc1ccc(-c2cnc3c(c2)C(=O)N([C@@H](C)CO)C[C@H](C)[C@H](CN(C)C(=O)Cc2ccncc2)O3)cc1	-3	6	-16	0.1	0	-3	2	-6
CCN(CC)P(=O)(Nc1ccc([N+](=O)[O-])cc1)c1c(C)nn(CCC#N)c1NC(=O)c1ccc(Cl)cc1Cl (centres undefined)	.	.	-35	.	2	9	.	1
COc1ccccc1-c1nnc(SCC(=O)Nc2ccc(S(N)(=O)=O)cc2)n1C	2	-7	.	.	.	.	2	2
COc1ccc(C2NC(=O)NC(O)(C(F)(F)F)C2C(=O)c2ccc(C)cc2)cc1 (centres undefined)	2	-3	12	.	7	2	-1	-24
NC(=S)N/N=C/c1c(O)c(Br)cc2oc3c(c12)CCCC3	10	-2	-14	-0.3	-1	-1	-14	10
CCCN(CC(=O)Nc1ccccc1C)C(=O)c1cnc(C)cn1	6	4	1	1.2	3	-2	-14	-4
O=C(Nc1nc(-c2ccccc2)cs1)Nc1ccc(F)cc1F	.	.	-8	1.6	-1	0	.	-7

4 entries from above, sorted by their value in esBAF inh, low to high.
compound	esBAF inh
CN(CC(=O)NC(=O)NC(C)(C)C)CC(=O)Nc1ccccc1Cl	-6
N/C(Cc1ccccc1Sc1ccccc1)=N\O	-4
Cc1cc2c(Nc3ccc(O)cc3)ncnc2s1	4
CCOc1ccccc1NC(=O)C1CCN(S(=O)(=O)c2c(C)nn(C)c2C)CC1	6

Other structures.
SMILES	PglD inh	RAD54 inh	RAD52 anneal inh	E-selectin induc	CASP6 VEID inh	ERp5 inh	esBAF inh	ARNT-TACC3 inh
C[C@H](CO)N1C[C@H](C)[C@H](CN(C)Cc2ccc(C(F)(F)F)cc2)Oc2ccc(NC(=O)Nc3ccc(C(F)(F)F)cc3)cc2CC1=O	1	-2	-12	-0.3	-3	-6	3	11
CC(C)C[C@@H](CN1CCC[C@@H]1CN1C(=O)C(=O)NC[C@@H]1Cc1ccccc1)N1C[C@H](Cc2ccc(O)cc2)N(CCc2ccccc2)C(=O)C1=O	-7	7	-16	-0.2	10	4	8	-4
C[C@H]1CN([C@@H](C)CO)C(=O)c2cccc(NS(=O)(=O)c3ccccc3)c2O[C@@H]1CN(C)Cc1ccncc1	-2	-9	-6	0.5	3	-5	-2	-17
C[C@@H]1CN([C@H](C)CO)C(=O)c2c(c3ccccc3n2C)-c2ccccc2CO[C@@H]1CN(C)S(=O)(=O)c1ccc(C(F)(F)F)cc1	.	.	6	-0.3	-2	-2	.	.
Cc1ccc(S(=O)(=O)NCC[C@H]2CC[C@@H](NC(=O)c3cccc(F)c3)[C@@H](CO)O2)cc1	-1	1	0	-1.7	10	11	2	-19
O=C(CN1CCCC1)N1c2ccccc2Sc2ccc(Cl)cc21	0	2	-1	0.0	-1	-1	-1	-25
Cn1nccc1NC(=O)CC1(CC(=O)O)CCCCC1	8	-11	9	7.3	0	-3	.	.
CC(=O)c1ccc(N2CCN(S(=O)(=O)c3cccc4nsnc34)CC2)cc1	.	.	2	-0.4	-1	-1	-6	-6
NC(=O)Cn1c(O)c(N=NC(=O)CNC(=O)/C=C/c2ccccc2)c2ccccc21	1	4	-3	.	2	5	6	5
O=C(COC(=O)CCC(=O)c1ccc(F)cc1)Nc1ccc(N2CCOCC2)cc1	-5	0	.	.	.	.	0	-4
O=C(NCCCN1CCOCC1)[C@H]1[C@H](CO)[C@H]2Cn3c(cccc3=O)[C@@H]1N2C(=O)C1CCCC1	.	.	6	0.1	-1	5	.	.
CC1(C)CC(NCCN2CCN(C3=CC(=C(C#N)C#N)CC(C)(C)C3)CC2)=CC(=C(C#N)C#N)C1	.	.	-35	.	-1	-6	.	-8
O=S(=O)(NCC1CCC(NS(=O)(=O)c2c(F)cccc2F)CC1)c1ccc2c(c1)OCCO2 (centres undefined)	-3	3	-10	-0.2	3	-2	5	1
COc1cccc(-n2c(COc3ccc(C)cc3)nnc2SCC(N)=O)c1	-3	-16	.	.	.	.	-9	-15
CCC(CC)c1nnc(NC(=O)c2c(-c3ccccc3)noc2C)s1	6	-21	-7	.	4	-2	-3	-7

esBAF inh: what is marked active above.
mol | PglD inh | RAD52 anneal inh | CASP6 VEID inh | ERp5 inh | esBAF inh | ARNT-TACC3 inh
CCCCOc1ccc(-c2nnn(CCC(=O)N3CCOCC3)n2)cc1 | 2 | -6 | 2 | 2 | 63* | 0

Following part.
SMILES	PglD inh	RAD54 inh	RAD52 anneal inh	E-selectin induc	CASP6 VEID inh	ERp5 inh	esBAF inh	ARNT-TACC3 inh
COc1ccc(CN(C(=O)c2ccco2)c2ccc(C)c(C)c2)cc1	-4	5	-11	.	4	-2	6	5
O=C(Nc1ccc(Br)cc1)c1ccc(N2C(=O)C3CCCCC3C2=O)cc1 (centres undefined)	-2	3	-3	-0.1	3	1	-2	-4
O=C(NCC1OCCCN1S(=O)(=O)c1cc(F)ccc1F)C(=O)NC1CCCCCC1 (centres undefined)	.	.	-9	0.0	5	5	.	.
COc1ccc2oc(C(=O)NC(C)c3ccccn3)c(C)c2c1 (centres undefined)	2	13	-10	-0.1	-1	8	12	2
CCN(c1ccccc1)S(=O)(=O)c1ccc(N2CCN(c3ccc(OC)cc3)CC2)nc1	-5	4	9	1.5	-4	-1	-26	2
CCCNC(=O)[C@@H]1[C@@H](CO)[C@@H]2Cn3c(ccc(-c4cccc(F)c4)c3=O)[C@H]1N2CCC	1	-4	-4	-1.5	-1	0	6	2
Cc1ccc(NC(=O)N/C=C/c2ccco2)c(C)c1	-2	-5	.	.	.	.	-8	34
COc1cccc(C#Cc2ccc3c(c2)[C@@H]2[C@@H](CCN2C(=O)c2ccc(F)cc2)[C@@H](CO)N3)c1	-1	15	.	1.1	.	.	0	0
CCn1c(CNC(=O)c2ccco2)nnc1SCCOc1ccccc1	4	-11	3	0.0	0	1	3	12
COc1cccc(C(=O)Nc2ccc3c(c2)C(=O)N(C)[C@H]2CC[C@H](CC(=O)NCc4ccccc4F)O[C@@H]2CO3)c1	0	0	-4	0.4	.	5	2	.
N#Cc1cc2cc(Cl)ccc2[nH]c1=O	.	.	-2	-0.4	0	0	.	.
COCC#Cc1ccc2c(c1)O[C@@H](CN(C)C(=O)CC1CC1)[C@@H](C)CN([C@H](C)CO)S2(=O)=O	-4	-7	1	0.0	1	-2	-3	2
CC(C(=O)NC(C)(C)C)n1c(-c2ccc3c(c2)OCO3)nc2ccccc21 (centres undefined)	.	.	-16	0.1	-4	2	.	.
FC(F)Oc1ccc(NC(=S)NC23CC4CC(CC(C4)C2)C3)cc1	-1	-5	9	.	6	0	50*	-3
COc1ccc(NC(=O)Nc2cccc3c2O[C@@H](CN(C)C(=O)NC(C)C)[C@H](C)CN([C@H](C)CO)C3=O)cc1	0	4	-3	-0.4	1	2	3	-3
Cc1cccc(Cn2c(=O)n(-c3ccc(CC(=O)NCc4ccco4)cc3)c(=O)c3sccc32)c1	-1	3	-69	0.3	0	2	1	-3
Cc1cc(NS(=O)(=O)c2ccc(NC(=O)Nc3cccc(C(F)(F)F)c3)cc2)no1	2	2	2	.	3	2	0	4
CN1c2ccc(Br)cc2[C@H]2[C@H](CCN2C(=O)C2CCCC2)[C@H]1CO	.	.	-15	0.4	0	9	.	.
